Kir21 block: inhibitors of mouse Kir2.1 inward-rectifier potassium channel; HEK293-Kir2.1, FluxOR thallium flux fluorescence; stronger effect = lower value; B-score at 10 µM; AID 1672, 2009; Inward rectifier potassium channel 2 (Mus musculus), P35561; actives 0.85% (n = 310,000);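 active means fluorescence ratio B-score at or below minus 3 SD of library scores, with starting-brightness B-score within 2 SD, cut at about -4.2 in these data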;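 further: channel flux triggered by added potassium and thallium sulfate stimulus; B-score of peak minus minimum fluorescence over baseline after thallium stimulus; more negative B-score means stronger Kir2.1 block with less thallium influx; some compounds called inactive have numbers as strong as hits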
Target sequence (P35561 whole entry, looked up): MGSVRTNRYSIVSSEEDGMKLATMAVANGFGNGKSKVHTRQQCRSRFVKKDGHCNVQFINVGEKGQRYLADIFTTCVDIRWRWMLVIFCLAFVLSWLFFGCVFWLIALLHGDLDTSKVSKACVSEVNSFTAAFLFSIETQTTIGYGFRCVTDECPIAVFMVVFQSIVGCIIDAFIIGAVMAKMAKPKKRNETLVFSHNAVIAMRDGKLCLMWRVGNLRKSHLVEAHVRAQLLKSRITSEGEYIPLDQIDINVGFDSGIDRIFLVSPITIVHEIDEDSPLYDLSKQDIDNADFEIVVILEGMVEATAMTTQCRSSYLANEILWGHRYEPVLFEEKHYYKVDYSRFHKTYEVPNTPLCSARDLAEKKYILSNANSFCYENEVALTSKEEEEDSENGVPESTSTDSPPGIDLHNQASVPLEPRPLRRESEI
STK33 inh: inhibitors of purified STK33 kinase, primary screen, biochemical, ADP-Glo luminescence, homogeneous, cell-free. actives 0.073% (n = 320,000). Serine/threonine-protein kinase 33 (Homo sapiens), Q9BYT3. AID 2661, 2010. MBP phosphorylation. inhibition, % at 10 µM;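 active means inhibition at or above 25%, using the most active replicate where run in duplicate; inactive means inhibition below 25%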
Target sequence (Q9BYT3 whole entry, looked up): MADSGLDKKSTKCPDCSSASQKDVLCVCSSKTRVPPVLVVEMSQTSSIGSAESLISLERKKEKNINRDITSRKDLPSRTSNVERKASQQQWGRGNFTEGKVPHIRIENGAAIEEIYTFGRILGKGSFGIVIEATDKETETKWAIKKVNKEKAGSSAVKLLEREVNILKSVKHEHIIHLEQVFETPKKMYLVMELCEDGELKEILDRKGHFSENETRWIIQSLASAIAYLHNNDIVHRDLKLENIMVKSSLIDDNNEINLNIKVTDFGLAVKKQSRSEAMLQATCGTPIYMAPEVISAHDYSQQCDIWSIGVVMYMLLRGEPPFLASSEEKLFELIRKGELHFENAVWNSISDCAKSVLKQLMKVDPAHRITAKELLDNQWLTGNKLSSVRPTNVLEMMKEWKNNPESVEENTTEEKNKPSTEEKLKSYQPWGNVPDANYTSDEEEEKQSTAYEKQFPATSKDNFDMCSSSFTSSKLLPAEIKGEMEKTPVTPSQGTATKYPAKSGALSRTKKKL
* hit, by the source's call; · = not tested or not shown.

STK33 inh,Kir21 block,compound
-0.8,0.82,Cc1cccc(N2CCN(S(C)(=O)=O)CC2)c1C
-0.4,2,O=C(Nc1ccccc1)Nc1ccc(NC(=O)c2ccccc2O)cc1
0.1,·,CC(C)(CNC(=O)c1cc([N+](=O)[O-])ccc1N1CCC(Cc2ccccc2)CC1)N1CCOCC1
0.8,-0.11,Cc1ccc2oc(-c3cccc(NC(=S)NC(=O)/C=C/c4ccco4)c3)nc2c1
-0.4,·,O=C(CSc1nc2ccccc2c(=O)[nH]1)Nc1ccc([N+](=O)[O-])cc1
0.2,-0.66,Cc1ccc(-c2cc(C(=O)N/N=C/c3c(C)nn(C)c3C)c3ccccc3n2)cc1C
-1.3,0.86,COc1cc(C(=O)Nc2cnc(NC(=O)C(C)C)cc2C)cc(OC)c1OC
-2.0,-0.34,Cc1ccc(-n2nnnc2SCC(=O)NC2CCCc3ccccc32)cc1 (stereo not given)
-1.2,-4.3*,Cc1ccccc1S(=O)(=O)Oc1cccc2c(O)cccc12
-0.3,0.02,Cc1nc(COc2ccc(C(=O)Nc3ccccc3N3CCOCC3)cc2)cs1
·,-0.55,Cc1cc(NC(=O)c2ccccc2)c(Cl)cc1N
0.2,·,COc1ccccc1-n1c(CNC(=O)c2ccco2)nnc1SCC(=O)Nc1cc(C)ccc1C

Laid out differently: entries from further up.
Compound	STK33 inh	Kir21 block
COc1ccccc1-n1c(CNC(=O)c2ccco2)nnc1SCC(=O)Nc1cc(C)ccc1C	0.2	·
O=C(Nc1ccccc1)Nc1ccc(NC(=O)c2ccccc2O)cc1	-0.4	2
Cc1ccccc1S(=O)(=O)Oc1cccc2c(O)cccc12	-1.2	-4.3*

Continuation.
STK33 inh,Kir21 block,compound
-1.1,-0.83,Cc1ccc(N(Cc2ccc(C(=O)Nc3c(C)n(C)n(-c4ccccc4)c3=O)cc2)S(C)(=O)=O)cc1C
0.1,-1.1,O=C(CSc1nnc2scc(-c3ccccc3)n12)Nc1nsc(-c2ccccc2)n1
-2.3,1.5,CCCOc1ccccc1C(=O)N1CCNC(=O)C1CC(=O)OC(C)C (stereo not given)
1.2,-1.8,Cc1nc(CSc2ccc(Cl)cc2)cs1
-0.6,-0.38,CCOc1ccccc1-n1c(SCC(=O)N2CCOCC2)nc2ccccc2c1=O
0.0,-0.16,CC(C)[C@H](NC(=O)OCc1ccccc1)C(=O)OCC(=O)NC1CCCCC1
-1.6,-0.14,Fc1ccc(/C=N/n2cnn(Cc3ccccc3Cl)c2=S)cc1
-2.4,·,C=CC[C@@H](CC(=O)OC(C)(C)C)C(=O)OC[C@@H]1CCCN1C(=O)[C@H](CC=C)CC(=O)NCCO
·,-1.9,CCS(=O)(=O)N1CCC(NC(=O)C(Cc2cccc(OC)c2OC)NC(C)=O)CC1 (stereo not given)
·,-0.1,CC(=O)NC(=O)COC(=O)/C=C/c1c(C)nn(Cc2c(Cl)cccc2Cl)c1Cl
-1.4,-0.13,Cn1cccc1-c1nc2ccccc2n1C
2.6,2,Cc1cc(C)nc(N(C#N)CC(=O)c2ccccc2)n1

Entries of single compounds as entered above. Order of screens: STK33 inh | Kir21 block
CCOc1ccccc1-n1c(SCC(=O)N2CCOCC2)nc2ccccc2c1=O is listed with -0.6 | -0.38
CCCOc1ccccc1C(=O)N1CCNC(=O)C1CC(=O)OC(C)C (stereo not given) is listed with -2.3 | 1.5

7 structures already listed, sorted by formula weight, largest number first:
STK33 inh,Kir21 block,compound
-1.1,-0.83,Cc1ccc(N(Cc2ccc(C(=O)Nc3c(C)n(C)n(-c4ccccc4)c3=O)cc2)S(C)(=O)=O)cc1C
-2.4,·,C=CC[C@@H](CC(=O)OC(C)(C)C)C(=O)OC[C@@H]1CCCN1C(=O)[C@H](CC=C)CC(=O)NCCO
·,-0.1,CC(=O)NC(=O)COC(=O)/C=C/c1c(C)nn(Cc2c(Cl)cccc2Cl)c1Cl
-0.6,-0.38,CCOc1ccccc1-n1c(SCC(=O)N2CCOCC2)nc2ccccc2c1=O
0.0,-0.16,CC(C)[C@H](NC(=O)OCc1ccccc1)C(=O)OCC(=O)NC1CCCCC1
-1.6,-0.14,Fc1ccc(/C=N/n2cnn(Cc3ccccc3Cl)c2=S)cc1
2.6,2,Cc1cc(C)nc(N(C#N)CC(=O)c2ccccc2)n1

Next part:
STK33 inh,Kir21 block,compound
-2.4,-0.11,COC(=O)c1cc2c(N)c(C(=O)c3ccccc3)sc2nc1C(OC)OC
-1.5,-1.9,O=C(CN1CCCC1)Nc1c2c(nc3ccccc13)N(Cc1ccccc1)CC2
2.0,-0.32,C=CCc1c(OC)ccc2ccc(=O)oc12
-0.2,·,COc1cc2nc(CN3CCN(S(=O)(=O)c4ccccc4C(F)(F)F)CC3)[nH]c(=O)c2cc1OC
-0.2,-0.28,COC(=O)c1ccc(N2CCN(C(C)=O)CC2)c(NC(=O)c2cccnc2)c1
-1.0,0,Clc1ccc(COn2nnc3ccccc32)c(Cl)c1
-0.5,0.64,CCOc1cc(/C=N/NC(=O)c2cc(C)[nH]n2)ccc1OC(=O)c1ccc([N+](=O)[O-])cc1
0.3,0.7,CN1CCN(C(=O)/C=C/c2ccccc2)CC1
-3.8,-0.27,CCOC(=O)C1CN(S(=O)(=O)c2ccc(C)cc2)c2cc(S(=O)(=O)CC)ccc2O1 (stereo not given)
-0.8,-0.84,O=C1NC(c2ccccc2Cl)=N/C1=C/c1ccco1
-1.3,1.3,Cc1cc(/C=C(/C#N)C(=O)O)c(C)n1-c1cccc2ccccc12
0.5,2.6,COc1ccc(CC2S/C(=N/N=C/c3ccccc3O)NC2=O)cc1 (stereo not given)

Later entries
STK33 inh,Kir21 block,compound
-0.8,-0.92,COC(=O)c1cc(NC(=O)c2ccc([N+](=O)[O-])cc2)c(=O)oc1C
-0.1,1.9,CN(C)CCCNC(=O)N1c2ccccc2C=Cc2ccccc21
-0.4,0.02,CCOc1ccc(C2NC(=O)Cc3cc(OC)c(OC)cc32)cc1 (stereo not given)
-2.0,-0.62,COC(=O)CSc1nc2c(c(-c3ccco3)c1C#N)CCCC2
0.6,0.24,CCn1c(Cc2ccccc2)nnc1SCC(=O)Nc1ccc(N)cc1
-1.7,·,O=C(NCc1cccc(Cl)c1)c1cccc(S(=O)(=O)N2CCCCC2)c1
-0.6,0.47,CCN(CC)S(=O)(=O)c1cccc(-c2n[nH]c(=S)n2/N=C/c2ccc(C(=O)OC)cc2)c1
-0.8,-0.76,Cn1nnc(NCc2cc(Br)ccc2OCc2ccccc2F)n1
-3.0,0.99,COC(=O)c1cn(Cc2cc(OC)ccc2OC)cc(F)c1=O
-0.6,-0.23,CC1=CC=CN2C1=NC(=O)CC2(C)C(=O)N(CC(=O)NC1CCCC1)c1ccccc1C (stereo not given)
0.9,-0.02,C=CCOc1ccc(C(=O)O)cc1Cl
-1.6,0.86,C=CCn1c(SCC(=O)c2c(N)n(C)c(=O)n(C)c2=O)nnc1-c1ccccc1F

The listing continues:
STK33 inh,Kir21 block,compound
0.1,0.23,Cn1c(=O)c2c(nc(CN3CCN(C(=O)c4ccco4)CC3)n2CCc2ccccc2)n(C)c1=O
-1.8,0,CC1CCCC(C)N1CCCNC(=O)C1CCCN(c2ncnc3c2nc2n3CCCCC2)C1 (stereo not given)
-1.0,·,Cc1ccc(S(=O)(=O)N2CCCCC2)cc1NC(=O)c1cc(F)c(F)c(F)c1F
-2.2,-0.76,COc1ccc(C(c2nnnn2C2CCCC2)N2CCN(C(=O)c3ccco3)CC2)cc1OC (stereo not given)
-0.2,-1.2,CC(=O)c1cnn(-c2ccc(Cl)c(Cl)c2Cl)c1C
-1.0,0.48,C(=N\c1nc2ccccc2n1CCN1CCOCC1)/c1cccs1
0.3,-1.6,COCCNC(=S)Nc1cccc2cnccc12
1.5,-0.34,O=C(Nc1ccc(N2CCN(Cc3ccccc3)CC2)cc1)c1ccco1
0.2,-1.3,O=C(NC1CCCc2ccccc21)c1ccccn1 (stereo not given)
-0.3,-0.96,CN1CCc2[nH]c3ccc(C(=O)NN)cc3c2C1
4.3,-0.64,CCOc1ccc(C(=O)C(CN2CCOCC2)c2ccccc2)cc1 (stereo not given)
-1.3,-0.29,COc1ccc(NC(=O)CN(C)C(=O)CSCc2ccc(C)cc2)cc1

The list goes on:
STK33 inh,Kir21 block,compound
1.2,·,COc1ccc(-c2ccc3c(=O)cc(-c4ccsc4)oc3c2)cn1
-0.6,-0.15,CCOC(=O)C1=C(c2ccccc2)NC(SC)=C(C#N)C1c1ccco1 (stereo not given)
0.5,-5.7,CN1CCN(c2ccccc2NS(=O)(=O)c2ccc3c(c2)CCN3C(=O)C2CCC2)CC1
-0.4,0.77,Brc1ccc2nc(N3CCCC3)sc2c1
-1.6,-0.57,O=C(CNC(=S)N(Cc1ccccc1)Cc1cccnc1)NC1CCCC1
-1.0,-0.56,COc1ccccc1N1CCN(C(=O)c2ccccc2NC(=O)C2CCCCC2C(=O)O)CC1 (stereo not given)
0.9,0.06,CC(/C=C1\SC(=S)N(NS(=O)(=O)c2ccccc2)C1=O)=C\c1ccccc1
-1.4,-0.37,Cc1cccc(NNC(=O)C(=O)NNc2cccc(C)c2)c1
0.7,0.04,COc1ccc(-c2[nH]ncc2CNC(C)c2cn(C)nc2C)c(F)c1 (stereo not given)
-0.6,0.06,Cc1ccc(/C=N/NC(=O)c2ccc(-c3ccccc3)cc2)o1
1.8,-0.54,O=C(Nn1cnnc1)c1cc2c(s1)CCCC2
-2.5,1.4,Cc1ccc(C)c(S(=O)(=O)NC(Cc2c[nH]c3ccccc23)C(=O)O)c1 (stereo not given)

Continued:
STK33 inh,Kir21 block,compound
0.6,-0.14,CCOC(=O)c1c2n(c3c(NCc4ccccc4)ncnc13)CCCC2
2.3,-0.22,O=C1N/C(=N/O)S/C1=C/c1cccnc1
-1.0,-1.6,CC(NC(=O)c1ccc(F)cc1)C1CC2CCC1C2 (stereo not given)
-1.0,1.1,NS(=O)(=O)c1ccc(CCNC(=O)C(=O)NCC2OCCN2S(=O)(=O)c2cc(F)ccc2F)cc1 (stereo not given)
-0.6,2.3,O=C(CSc1nnc(COc2ccc3c(c2)CCCC3)o1)Nc1ccc(F)cc1
-0.5,-1.2,Cc1ccc(NC2CCCN(C(=O)CCn3nccc3C)C2)cc1C (stereo not given)
-0.1,-0.65,CC1Oc2ccccc2N(CC(=O)NCc2ccccc2)C1=O (stereo not given)
-0.3,0.56,CCC1(CC)NC(=O)N(CC(=O)OCC(=O)NC(=O)c2ccccc2OC)C1=O
-1.8,-0.01,CCCOc1ccc(S(=O)(=O)Nc2ccccn2)c2ccccc12
-0.4,-0.2,CCN1C(=O)[C@@H]2[C@H](C1=O)[C@@H]1C(=O)Nc3ccccc3C(=O)N1[C@@H]2c1ccc(Br)cc1
-0.1,0.37,CC(/C=C/c1cccc([N+](=O)[O-])c1)=N/NC(=O)c1cccnc1
-0.4,1.6,Cc1cccc(C)c1N1CCN(S(=O)(=O)N(C)C)CC1

Next compounds.
STK33 inh,Kir21 block,compound
-1.5,-1.1,CCn1c(SCC(=O)Nc2ccccc2C(=O)OC)nnc1-c1ccc(N)cc1
-1.3,-0.92,O=C(CSc1nnc(CNC(=O)c2c(F)cccc2Cl)o1)NCCc1ccccc1
-1.9,0.12,COC(=O)C1=C(C)NC(=S)N(C(C)=O)C1c1ccccc1 (stereo not given)
·,-3.2,COC(=O)CN(c1nc(C)cc(OC)n1)S(=O)(=O)c1ccccc1
·,-0.45,Cc1ccc(NC(=O)c2ccc(C)c(S(=O)(=O)N3CCOCC3)c2)nc1
-0.9,·,COc1ccc(OC)c(NC(=O)CN2C(=O)C(C)N(c3ccc(C)cc3)C2=O)c1 (stereo not given)
·,1.3,O=C(N/C(=C/c1cccs1)C(=O)N1CCOCC1)c1ccccc1
-1.3,-0.38,O=C1NC(=S)SC1=C1CCCCCC1
-0.5,-0.07,O=C(CN1C(=O)CSc2cc(S(=O)(=O)N3CCCCCC3)ccc21)NCCc1ccccc1
0.3,1.1,COc1cc(/C=C/C(=O)OCC(=O)NC(=O)NC2CCCCC2)ccc1OC(F)F
-1.3,1.4,CCOC(=O)C(CC)n1cnc2c(nnn2-c2ccccc2)c1=O (stereo not given)
1.3,-1.5,COc1ccc(S(=O)(=O)N2CCN(Cc3c[nH]c4ccccc34)CC2)cc1

Next results follow:
STK33 inh,Kir21 block,compound
0.1,-0.4,CC(C)CN(C(=O)CN1C(=O)C2CCCCC2C1=O)c1c(N)n(Cc2ccccc2)c(=O)[nH]c1=O (stereo not given)
-0.1,-0.75,CC(=O)C1CCCN(C(=O)c2ccc3nc(Cc4cccc(Cl)c4)oc3c2)C1 (stereo not given)
0.3,1.3,O=C(C1CCCN(S(=O)(=O)c2cnc[nH]2)C1)N1CC(=O)N(CCc2ccccc2)C(=O)C1 (stereo not given)
-0.5,-2.1,CN1C(=O)N(C)C(c2cccc([N+](=O)[O-])c2)C2=C1CCCC2=O (stereo not given)
-0.3,·,CC(CCc1ccccc1)NC(=O)COC(=O)c1cccn1C (stereo not given)
-1.0,0.37,COc1cccc(CNn2c(-c3cccc(C)c3)nc3ccccc3c2=O)c1
1.2,-0.22,O=S(=O)(Cc1ccc(Cl)cc1)c1ccccc1-c1nnc(-c2ccc(Cl)cc2)o1
0.8,-0.05,O=C(CN1CCN(c2ccc(F)cc2)CC1)Nc1nccs1
-1.0,0.67,COCCNC(=O)C(c1ccc(F)cc1)N(C(=O)CCC(=O)Nc1ccccn1)c1ccc(C)cc1 (stereo not given)
0.6,0.05,CCOC(=O)C1=C(Nc2ccccc2)CC(C)(O)C(C(=O)OCC)C1c1ccc(Br)cc1 (stereo not given)

Source: PubChem (several laboratories)
